# Assay outcomes: PubChem BioAssay, several laboratories
# MDM2 E3 inh = blocks human Mdm2 ubiquitin ligase activity | cell-based MDM2 ubiquitination luciferase reporter, 2 h; 0 = plate control, 100 = twice control, blank-subtracted | signal enhancement, % at 5 µM | hit rate 0.11% among 210,000 | AID 1230;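 active = signal enhancement of 30% or more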;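 note: luminescence tracks abundance of the self-degrading MDM2-luciferase fusion protein; higher signal means inhibition of MDM2 E3 ligase activity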
#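 Assay system: stable mammalian line carrying autodegrading MDM2–luciferase fusion reporter; Input: 2000 cells in each well; Compound dosing: single-point 5 µM; Schedule: 2 h compound exposure at 37 °C; Signal: SteadyLite luciferase luminescence after 15 min room-temperature reagent incubation; Evaluation: % luminescence enhancement versus blank-corrected plate control mean; Benchmarks: plate controls and plate blanks.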
# Tb hexokinase = T. brucei hexokinase 1 inhibition; hit rate 0.11% among 220,000; AID 1430; inhibition, % at 10 µM; recombinant TbHK1, G6PDH-coupled NADH A340;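 active = inhibition of 50% or more in the single-dose primary screen; inactive = inhibition below 50%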
# EBV gp42 inh = inhibitors of Epstein-Barr virus glycoprotein 42; hit rate 0.42% among 220,000; Fluorescence polarization binding assay, mP read-out; inhibition, % (tested at 21.74 µM); in the data active = inhibition above about 50%
# Target sequence (Q1HVG2 whole entry, looked up): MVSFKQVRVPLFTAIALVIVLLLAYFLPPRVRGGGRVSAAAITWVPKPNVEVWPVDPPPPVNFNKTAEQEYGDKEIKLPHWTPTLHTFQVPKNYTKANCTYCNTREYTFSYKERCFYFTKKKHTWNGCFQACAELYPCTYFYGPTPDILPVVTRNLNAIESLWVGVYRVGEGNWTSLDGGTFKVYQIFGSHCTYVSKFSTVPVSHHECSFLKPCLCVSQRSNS
# Runt-SMMHC FRET = Runt domain-CBFb-SMMHC interaction inhibition; Q01196+Q13951; Cerulean-Runt/Venus-CBFb-SMMHC FRET ratio 530/480, 1 h; inhibition, % at 20 µM; hit rate 0.74% among 220,000; AID 1434;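 active = mean inhibition across duplicate retests at 20 µM reaching about 50%, limit read from the data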;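 note: 0% = DMSO wells and 100% = wells with excess untagged CBFb-SMMHC; inhibitors lower the FRET ratio by blocking Runt binding to CBFb-SMMHC; some results filed as inactive read as strong as hits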
# L929 necroptosis = blocks zVAD induced death of L929 cells; L929 zVAD necroptosis rescue, ATP luminescence, 24 h; with zVAD 60 µM; viability rescue, % at 10 µM; hit rate 0.38% among 220,000;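 active = activation, scaled between plate controls, above about 75%, limit read from the data; inactive = activation under that limit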;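 note: 0% = zVAD with DMSO and 100% = DMSO alone without zVAD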
# NCF1 inh = blocks human p47phox regulatory protein of NADPH oxidases; P14598; p47phox/p22phox peptide binding, fluorescence polarization, 2 h; inhibition, % at 24.7 µM; hit rate 0.53% among 220,000; AID 1274;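 active = inhibition above about 30%, limit read from the data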;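 note: 0% = p47phox with labelled peptide and 100% = labelled peptide alone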
# Target sequence (P14598 whole entry, looked up): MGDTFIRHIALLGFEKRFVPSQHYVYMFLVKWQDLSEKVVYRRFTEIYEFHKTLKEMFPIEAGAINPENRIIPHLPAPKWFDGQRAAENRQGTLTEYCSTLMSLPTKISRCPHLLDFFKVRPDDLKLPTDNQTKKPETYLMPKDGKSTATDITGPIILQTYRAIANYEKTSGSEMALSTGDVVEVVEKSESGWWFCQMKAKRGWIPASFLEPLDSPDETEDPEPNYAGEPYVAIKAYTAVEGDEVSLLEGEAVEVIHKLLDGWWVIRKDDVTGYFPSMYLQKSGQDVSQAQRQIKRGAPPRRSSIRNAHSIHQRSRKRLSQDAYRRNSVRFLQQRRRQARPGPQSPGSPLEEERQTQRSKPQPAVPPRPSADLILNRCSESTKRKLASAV
# Hck Nef HTS = blocks Nef-activated human Hck kinase; P08631; Recombinant Hck-YEEI plus Nef, Z-Lyte FRET kinase assay; inhibition, % at 20 µM; hit rate 0.68% among 220,000;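 active = Hck-Nef kinase inhibition above about 50%, limit read from the data; inactive = inhibition below that limit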;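 note: 0% = DMSO with Hck plus Nef and 100% = Hck alone without Nef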
# 14-3-3 Bad PPI = disrupts binding of bovine 14-3-3 zeta to phospho-Bad peptide; inhibition, % at 21.7 µM; TR-FRET 14-3-3zeta/Dy647-pBad peptide displacement, 1 h; AID 781; hit rate 0.71% among 220,000; P63103;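 active = inhibition above about 70%, limit read from the data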;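 note: 0% = full 14-3-3 plus peptide FRET controls and 100% = background without 14-3-3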
# Target sequence (P63103 whole entry, looked up): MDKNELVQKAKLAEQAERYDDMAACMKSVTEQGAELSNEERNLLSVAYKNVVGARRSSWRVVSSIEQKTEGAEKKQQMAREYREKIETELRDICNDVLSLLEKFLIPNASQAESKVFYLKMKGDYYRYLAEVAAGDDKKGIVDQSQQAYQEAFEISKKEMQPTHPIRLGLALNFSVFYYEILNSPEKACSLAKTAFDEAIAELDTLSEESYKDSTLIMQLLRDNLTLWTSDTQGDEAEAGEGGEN
# Runt-CBFb FRET = Runt domain-CBFb interaction inhibition; inhibition, % at 20 µM; hit rate 0.46% among 220,000; Q01196+Q13951; Cerulean-Runt/Venus-CBFb FRET ratio 530/480, 1 h; AID 1496;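 active = inhibition over about 50% at 20 µM in the single-dose screen, limit read from the data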;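 note: 0% = DMSO wells and 100% = excess unlabeled CBFb competitor control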
#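 Schedule: protein complex preformed 1 h, compound exposure 1 h, room temperature, dark; test system: Cerulean-labeled Runt domain protein; amount: 100 nM per protein; buffer or medium: Tris 50 mM pH 7.5, KCl, K2SO4, 0.01% BSA; read-out: loss of energy transfer signal; detection: FRET fluorescence; controls: 5 µM unlabeled CBFb as full-inhibition high control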
# * = called active by the depositor; . = not tested or not shown; [ ] = remark or other dose. Hits appear at their usual frequency. About 3.2% of those tested had a hit in this group.
SMILES,MDM2 E3 inh,Tb hexokinase,EBV gp42 inh,Runt-SMMHC FRET,L929 necroptosis,NCF1 inh,Hck Nef HTS,14-3-3 Bad PPI,Runt-CBFb FRET
N=c1c(C(=O)NCc2ccco2)cc2c(=O)n3ccccc3nc2n1CCc1ccccc1,.,-16.7,12.5,38.3,0.7,10.0,1.1,-11.7,11.7
O=C1C=CC(=O)N1c1ccc(I)cc1Cl,.,-0.3,-18.4,0.5,0.6,-6.7,18.7,-0.8,0.5
Fc1ccc(OCc2nc(-c3cccs3)no2)cc1,3.4,0.3,5.7,-2.5,2.9,-2.2,12.5,-5.2,-0.2
CCn1c(=O)n(CC)c2cc(S(=O)(=O)N3CCC(c4ccccc4)CC3)ccc21,8.2,5.1,5.2,-2.4,0.2,-2.9,-1.0,-0.4,-8.7
CCOC(=O)N1CCN(Cc2cn3ccccc3n2)CC1,-14.8,2.9,-16.7,-0.6,0.1,-14.6,-12.6,61.7[fluorescence artefact?],4.1
Cc1cc(NC(=O)CSc2nc(-c3ccccc3Cl)nc3c2c(=O)n(C)c(=O)n3C)no1,-15.4,-11.2,-8.5,3.2,-1.4,.,12.2,-2.3,-5.4
Cc1ccc(N=Nc2c(N)[nH]n3c(=O)cc(C)nc23)cc1,6.7,-6.3,-6.6,-0.1,76.5*,-17.5,0.6,-9.3[fluorescence artefact?],-4.2
COc1ccccc1CNC(=O)Cc1ccc(C)cc1,-10.7,3.0,-1.3,-0.7,0.5,-3.2,-1.4,-9.4,0.0
CCN(CC)c1ccc(NC(=S)Nc2ccc(F)cc2)cc1,-5.2,-4.1,0.2,9.6,-1.5,-6.2,23.3,-10.6,10.9
O=C(O)Cn1nnc(-c2cccs2)n1,-18.0,-3.6,-4.3,1.1,0.1,-5.7,-0.5,23.7,0.5
COc1ccc(S(=O)(=O)NC2CC3CCC2C3)cc1Cl (centres undefined),-0.5,7.7,-5.8,-2.6,0.0,-17.4,-0.2,-5.0,-2.5
O=C(Nc1cc(S(=O)(=O)Nc2ccc(Cl)cc2)ccc1N1CCCCC1)c1ccc(F)cc1Cl,13.5,4.8,-6.5,22.7,.,-20.5,2.9,8.6,16.8
COc1ccc(C(C(=O)NC2CCCCC2)N(C(=O)c2cccs2)c2ccc3c(c2)OCO3)cc1 (centres undefined),-13.0,0.3,-6.6,-5.7,-0.3,2.5,2.3,7.1,0.3
NNC(=O)CCN1CCCCC1,1.1,-2.6,-10.1,0.3,-0.2,-6.2,27.3,-16.5,-0.7
COc1cc(C(CC(=O)N2CCCC2)c2c(OC)cc(OC)c3c(-c4ccccc4)cc(=O)oc23)cc(OC)c1OC (centres undefined),6.3,-35.3,12.0,-1.4,-0.4,-2.5,28.5,21.2,0.6
O=c1c2ccccc2[nH]c(=S)n1CCCN1CCN(C2CCCCC2)CC1,1.6,1.1,-16.0,1.8,-1.2,-13.0,4.6,-5.4[fluorescence artefact?],-0.6
Cc1ccc(-c2c(C)n([O-])c3c([n+]2=O)CCCC3)o1,1.0,-8.5,-18.6,-0.6,0.1,-5.3,-0.3,3.8[fluorescence artefact?],7.9
COc1cc(CCC(C)=O)ccc1OC(=O)c1c(F)cccc1Cl,-2.2,-15.5,-8.7,10.6,2.4,-5.1,8.2,-3.9,-1.8
CS(=O)(=O)N(CC(=O)NC1CC1)c1cccc(F)c1,-9.9,3.2,-9.1,2.4,0.1,-4.6,4.2,-9.9,0.1
CN(C(=O)CSc1nnc(-c2cccs2)o1)C1CCS(=O)(=O)C1 (centres undefined),-0.5,-3.2,-12.2,3.5,-0.7,-3.5,-0.2,-6.9,1.9
CCOC(=O)C1C(c2cccc([N+](=O)[O-])c2)C2C(=O)NN=C2CC1(C)O (centres undefined),-6.6,-4.5,-1.1,-10.4,0.9,-3.3,15.8,-12.7,2.5
O=C(COc1ccccc1)NNC(=O)c1cccs1,-2.2,-2.1,-8.4,-1.9,1.1,-4.0,0.3,-7.4,1.7
COc1ccc(C(=O)NNC(=S)NC(=O)c2ccco2)cc1,-19.6,-22.2,-3.1,-1.5,0.1,1.5,-2.1,-16.8,4.1
O=C(Nc1ccccc1N1CCN(c2ccccc2)CC1)C12CC3CC(CC(C3)C1)C2,.,0.0,-8.6,-6.4,0.7,-10.6,8.2,-4.6,2.9
CSCCC1NC2(C(=O)Nc3c(Cl)cccc32)[C@@H]2C(=O)N(C3CCCC3)C(=O)[C@H]12 (some centres undefined),-6.4,21.9,-23.7,0.7,1.4,-9.9,0.7,-1.2,-1.9
O=C(Cn1cccc1C(=O)c1ccccc1)NCCCN1CCc2ccccc2C1,-0.4,-10.8,-11.8,1.7,-0.1,-4.3,7.1,-7.2,0.2
CCOC(=O)c1cn[nH]c1NC(=S)Nc1ccc(Cl)cc1,-40.5,-5.6,-10.3,4.9,3.0,-18.4,2.3,-0.1,4.2
O=S(=O)(c1ccc(OCC(O)CN2CCN(c3ccccc3)CC2)cc1)N1CCOCC1 (centres undefined),-9.0,1.7,5.1,3.6,-0.8,-10.8,-0.5,1.6,1.1
CCCc1n[nH]c(=O)[nH]1,-11.0,3.5,-11.0,2.9,-0.1,-25.9,-0.1,1.1,-2.5
Cc1cc(NC(=O)c2cc(C(C)C)on2)nn1Cc1ccc(Cl)cc1,-14.5,-1.8,-6.5,-2.0,2.3,-22.1,-0.1,3.7,-4.5
CCOC(=O)c1ccc(NC(=O)Cn2nnc(-c3ccccc3)n2)cc1,-14.3,-8.8,4.3,-2.5,2.8,-12.9,0.1,7.8,0.6
Cc1cccc2cc(C#N)c(SCC(=O)Nc3ccccc3N3CCOCC3)nc12,-2.1,1.0,-23.4,1.1,-0.7,-31.3,18.0,-1.6[fluorescence artefact?],-2.2
CCc1ccc2[nH]c(=O)c(CN(CCN(C)C)C(=O)Nc3ccccc3)cc2c1,-18.5,-11.3,-10.2,1.3,-0.3,-13.5,0.6,-3.4,14.3
O=C(Nc1cccc2c1C(=O)NC2=O)c1cccc(N2C(=O)CCC2=O)c1,-16.5,-9.3,1.8,-1.2,0.0,-8.0,9.3,0.7,0.4
CCC1(CC)Cc2ccccc2-c2nc(CN3CCOCC3)[nH]c(=O)c21,-12.2,-4.4,3.8,-1.9,-0.3,-10.8,0.2,0.1,-2.3
CS(=O)(=O)N1CCC(NC(=O)Cc2ccccc2)CC1,-2.9,2.8,5.3,2.0,-0.3,3.4,0.1,7.0,0.9
Nc1nnc(SCC(=O)NC2CCCc3ccccc32)s1 (centres undefined),-6.2,-14.9,-15.6,-4.4,-0.5,-1.8,7.2,-10.0,2.1
Clc1nc2ccccc2cc1/C=N/Nc1nc2ccccc2[nH]1,.,-11.9,14.8,-16.8,-0.7,-2.0,3.5,29.4,-3.7
C/C(N)=C(/C#N)C(=O)COC(=O)c1cc(C)n(-c2ccc(F)cc2)c1C,9.0,0.9,-8.0,1.7,-0.3,-21.6,0.8,1.8,-2.4
CC(CCOC1=NS(=O)(=O)c2ccccc21)NC(=O)C(=O)Nc1ccccc1 (centres undefined),-23.7,-8.6,-21.2,-6.3,1.2,-4.7,8.8,7.9,1.0
COc1ccc(-n2c3c(c(=O)[nH]c2=O)C(NC(=O)c2ccncc2)(C(F)(F)F)C(=O)N3)cc1 (centres undefined),0.1,-2.7,-3.1,1.6,-0.2,0.7,5.3,9.3,.
Cc1cccc(CSc2nnc(-c3ccccn3)n2N)c1,-12.5,-4.6,5.5,4.8,0.8,-7.6,0.5,-16.1,-0.5
Cc1ccc(NC(=O)CSCC#N)cc1Cl,-5.0,0.7,3.1,5.6,1.2,2.3,0.9,-4.4,0.8
COc1cccc(NC(=O)c2sc(NC(=O)c3ccncc3)nc2C)c1,.,-49.3,-13.7,-3.0,1.4,-2.9,19.1,2.4,2.0
COc1cc(NC(=S)N2CCN(C/C=C/c3ccccc3)CC2)cc(OC)c1,-10.0,0.8,-7.6,2.6,0.0,5.7,3.1,8.1,0.0
C1CCN=C(Nc2nc3c(s2)CCCC3)CC1,-2.1,-16.2,-21.1,-3.4,-0.1,-17.5,0.3,11.1,0.5
CC(=O)/C(C=Nc1noc(C)c1Br)=C(\C)O,-3.0,-20.3,-7.3,-12.0,1.4,-2.0,5.9,-7.1,-0.1
CCOCCCNC(=S)N1CCCC(c2nc3ccc(C)cc3[nH]2)C1 (centres undefined),5.2,-5.4,12.0,-0.9,2.1,2.7,-3.6,-8.6,-2.6
COc1ccc(Nc2nc(N)c([N+](=O)[O-])c(NCc3ccccc3)n2)cc1,-5.3,-6.1,-7.0,-0.6,-0.6,8.7,-1.4,-5.4,-6.1
CC(C)(C)OC(=O)N1CCC[C@H]1c1nnc(SCc2ccc(Cl)cc2Cl)o1,-3.3,1.3,-15.3,-1.8,-0.1,-7.6,-0.7,7.7,-4.6
CCC(=O)NC(=S)Nc1ccc(NC(=O)COc2ccccc2)cc1,-24.5,-369.9,-19.0,-2.0,-0.2,-12.3,3.2,16.0,-0.7
Cn1c(=O)c2c(ncn2CC(=O)N(Cc2ccccc2)c2ccccn2)n(C)c1=O,-1.7,0.8,-26.2,-2.9,-0.2,-5.1,0.6,6.3,0.7
CCCn1c(NC(=O)c2ccccc2Br)nc2ccccc21,-14.7,5.2,0.3,1.0,-2.8,2.5,19.9,2.7,0.0
CC(=NCCCn1ccnc1)c1c(-c2ccccc2)[nH]n(-c2nc3ccccc3s2)c1=O,-21.0,-15.5,-4.7,0.0,0.3,-21.6,-2.9,10.0,-0.8
CC(C)c1ccc2c(c1)CCC1C(C)(CN)CCCC21C (centres undefined),.,15.5,-1.4,-6.8,-4.0,-9.4,15.3,5.2,0.2
Cc1ccc(Nc2nc(-c3ccncc3)cs2)cc1,-10.9,0.5,8.2,-3.3,5.2,-8.7,0.6,-6.3,-3.3
Cc1cc(C2(c3ccc(O)c(C)c3)OC(=O)c3ccccc32)ccc1O,-3.4,-7.6,4.0,-4.7,.,-33.0,3.4,-4.0,-2.4
C=CCOn1c(=O)c(C)[n+]([O-])c2ccccc21,-18.6,-8.2,-21.7,-3.7,0.1,-8.3,-6.8,7.5,0.7
CCCN1C(=O)/C(=c2\sc3nc(=O)c(Cc4ccc(C)cc4)nn3c2=O)c2ccccc21,-5.3,-22.9,-8.4,-1.2,0.5,-1.5,52.2*,-7.1,5.4
Cc1ccc(C(c2nnnn2C(C)(C)C)N(Cc2ccco2)Cc2cccs2)cc1 (centres undefined),-47.8,3.4,-12.0,2.7,0.3,10.4,-4.2,2.2,0.1
